Bioassay records from PubChem BioAssay.
PI5P4Ka inh = blocks human PI5P4K alpha kinase activity. P48426. PI5P4Kalpha enzyme, ADP-Glo luminescence, 60 min; hits give low values. max response, %. hit rate 1.2% among 330,000. AID 652105; active = max response of -50% or lower; inconclusive = between -30% and -50%; inactive = -30% or higher; also: value at the top dose of about 77 µM; % is scaled to controls: 0 for no effect and ±100 for the full control effect
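ADP-Glo luminescence end-point after a 60 min room-temperature kinase reaction. PI5P4Kalpha and substrate in HEPES pH 7.4 buffer with EGTA, 0.1% CHAPS and 5% DMSO; ATP at 5 microM final.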
PLK1 PBD inh = PLK1 (human) polo-box domain binding inhibition | AID 720504 | P53350 | Potency, µM, without a hit: max response, negative = inhibition, most hits filed as inhibitors | hit rate 2.8% among 360,000 | Plk1 PBD binding of FITC phosphopeptide, fluorescence polarization; also: potency is read from the fitted curve at half-maximal effect; series mostly up to about 57 µM; % is scaled to controls: 0 for no effect and ±100 for the full control effect; nearly all actives have a fitted effect of over 65% in size
aSyn rescue = alpha-synuclein toxicity inhibition in yeast. Yeast expressing alpha-synuclein, growth rescue, BacTiter-Glo, 24 h. Potency, µM (doses to about 46.1 µM), for the others: at the highest dose growth rescue (activation), most hits filed as activators. hit rate 0.14% among 370,000; also: potency is read from the fitted curve at half-maximal effect; % of control where 0% means no effect; nearly all actives have a fitted effect of over 65% in size
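Screening used galactose-induced yeast with toxic alpha-synuclein levels, exposed to compound for 24 hr at 30 deg C. Cell growth, read with BacTiter-Glo luminescence, gave the measured signal.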
FUS suppressor = suppressors of FUS proteinopathy in yeast. Potency, µM (doses to about 76.6 µM), for the others: at the top dose growth rescue (activation), usual class: activators. hit rate 0.24% among 390,000. S. cerevisiae FUS-expressing, growth rescue, OD600, 24 h;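 also: potency is read from the fitted curve at half-maximal effect; plate controls were DMSO vehicle for no effect and reference control for full effect; nearly all actives have a fitted effect of over 55% in size; some results filed as inactive show a strong effect at the top dose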
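Restored growth of FUS-toxic S. cerevisiae, read as 600 nm absorbance after 24 h at 30C in galactose medium (starting OD 0.005). Controls CP55940 and DMSO.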
EPAC1 antag = blocks human EPAC1 exchange factor; O95398; EPAC1 GEF assay, Rap1b-BODIPY-GDP exchange fluorescence; Potency, µM (top dose mostly 115 µM), for the others: at the top dose activity change, negative = inhibition, actives largely listed as inhibitors; hit rate 0.14% among 360,000; AID 720709;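 also: potency is read from the fitted curve at half-maximal effect; plate controls were vehicle for no effect and positive control for full effect; nearly all actives have a fitted effect of over 50% in size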
Abeta rescue = compounds reversing amyloid beta toxicity in yeast; yeast expressing A-beta42, growth rescue, OD600, 48 h; response scale: 0% DMSO, 100% iron-clioquinol control; hit rate 0.063% among 410,000; Potency, µM (titrated, usually from 46.1 µM), for inactives: top-dose growth rescue, usual class: activators; also: potency is read from the fitted curve at half-maximal effect; nearly all actives have a fitted effect of over 55% in size
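Yeast growth medium received pinned compounds, then yeast cells expressing toxic A-beta were added; plates incubated at 30 C for 48 hr. Growth read as absorbance at 600 nm, normalized to DMSO and equimolar FeCl3 plus clioquinol controls.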
WRN inhibitor = inhibitors of human WRN helicase; Q14191; WRN helicase unwinding, fluorescent forked duplex, kinetic; Potency, µM (series often up to 114 µM), for inactives: at the top dose activity change, negative = inhibition, actives largely listed as inhibitors; hit rate 0.46% among 360,000; also: potency is read from the fitted curve at half-maximal effect; % is scaled to controls: 0 for no effect and ±100 for the full control effect; nearly all actives have a fitted effect of over 55% in size
Target sequence (Q14191 whole entry, looked up): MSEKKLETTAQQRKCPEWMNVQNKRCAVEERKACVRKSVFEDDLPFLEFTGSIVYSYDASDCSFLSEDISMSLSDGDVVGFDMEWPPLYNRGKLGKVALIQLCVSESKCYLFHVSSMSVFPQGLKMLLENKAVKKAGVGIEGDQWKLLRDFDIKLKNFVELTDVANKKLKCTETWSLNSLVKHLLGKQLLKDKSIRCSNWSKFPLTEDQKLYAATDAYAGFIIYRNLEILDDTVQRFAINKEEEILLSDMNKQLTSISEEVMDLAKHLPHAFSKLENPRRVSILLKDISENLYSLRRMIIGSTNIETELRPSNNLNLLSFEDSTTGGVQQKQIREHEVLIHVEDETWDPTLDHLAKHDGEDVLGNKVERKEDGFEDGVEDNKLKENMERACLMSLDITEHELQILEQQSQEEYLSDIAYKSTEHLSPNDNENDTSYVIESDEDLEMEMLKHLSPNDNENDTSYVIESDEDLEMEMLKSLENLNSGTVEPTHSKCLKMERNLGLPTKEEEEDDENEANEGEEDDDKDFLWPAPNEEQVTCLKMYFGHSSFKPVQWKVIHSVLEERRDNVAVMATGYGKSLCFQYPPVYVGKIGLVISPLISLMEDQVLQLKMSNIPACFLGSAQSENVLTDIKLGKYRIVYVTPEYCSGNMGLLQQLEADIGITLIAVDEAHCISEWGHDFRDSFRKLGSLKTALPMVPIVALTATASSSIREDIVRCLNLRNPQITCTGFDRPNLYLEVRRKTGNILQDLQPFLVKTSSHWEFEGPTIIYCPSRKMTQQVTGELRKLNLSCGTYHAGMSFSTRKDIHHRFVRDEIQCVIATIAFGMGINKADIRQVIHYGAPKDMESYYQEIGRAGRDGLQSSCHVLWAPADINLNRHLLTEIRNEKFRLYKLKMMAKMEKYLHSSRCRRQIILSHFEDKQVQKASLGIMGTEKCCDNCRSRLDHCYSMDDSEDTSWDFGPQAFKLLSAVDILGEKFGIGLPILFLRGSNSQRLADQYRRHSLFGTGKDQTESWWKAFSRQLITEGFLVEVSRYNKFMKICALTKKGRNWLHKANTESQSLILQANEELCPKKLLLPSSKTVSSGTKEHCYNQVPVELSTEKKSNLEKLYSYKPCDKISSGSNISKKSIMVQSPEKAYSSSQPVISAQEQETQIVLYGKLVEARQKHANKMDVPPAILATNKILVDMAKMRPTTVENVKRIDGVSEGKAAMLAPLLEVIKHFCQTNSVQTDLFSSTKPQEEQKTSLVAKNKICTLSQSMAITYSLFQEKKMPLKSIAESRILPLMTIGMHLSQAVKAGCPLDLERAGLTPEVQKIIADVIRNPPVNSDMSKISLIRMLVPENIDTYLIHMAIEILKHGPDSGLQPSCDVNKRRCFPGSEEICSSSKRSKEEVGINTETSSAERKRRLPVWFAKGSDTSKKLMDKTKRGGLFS
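WRN at 20 nM final preincubated with compound 15 min at room temperature; reaction started with 100 nM fluorophore/quencher forked duplex oligonucleotide and 2 mM ATP final. Unwinding followed kinetically by red fluorescence (ex 525, em 598 nm).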
IL2 activator = activates IL-2 in a cell-based reporter assay | AID 652025 | IL-2 activation reporter assay, cell-based qHTS; stimulated with anti-CD3/CD4/CD28 beads; in transgenic mouse T cells | hit rate 0.065% among 360,000 | activation, % (series mostly up to about 46 µM); in the data active = activation above about 50%; inconclusive = mostly about 30% to 49%; also: 0% is about no effect
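Using fluorescent plate cytometry, EGFP and DsRed are detected in transgenic mouse T cells stimulated 18 h at 37 degrees C with antibody-coated beads after 60 min compound pretreatment.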
EPAC1 agonist = agonists of human EPAC1; Potency, µM (series often up to 154 µM), inactives show at the top dose activation, usual class: activators; hit rate 0.073% among 360,000; AID 720707; EPAC1 agonist qHTS, biochemical assay; response scale: 100% = response to 6.5 mM cAMP; also: potency is read from the fitted curve at half-maximal effect; nearly all actives have a fitted effect of over 60% in size
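Nucleotide exchange by EPAC1 (100 nM) on Rap1B–BODIPY-GDP (250 nM) in the presence of 50 uM GDP is tracked fluorescently at 480/540 nm over 30 min. Signals are normalized to a 6.5 mM cAMP control.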
Starred values were filed as active, the others as inactive; [ ] = remark or other dose. Unless noted, calls follow the shape of the dose curve; as a rule, active = well fitted curve in the direction sought with a large enough effect; inconclusive = small, poorly fitted or top-dose-only effect, or another doubt; inactive = no such curve, though single readings can be large; an effect the other way counts as inactive or inconclusive.

Screening O=C(CCN1C(=O)NC2(CCCC2)C1=O)Nc1ccc(-c2nc3ccccc3s2)cc1 returned PI5P4Ka inh -6, PLK1 PBD inh 6%, aSyn rescue 5%, EPAC1 antag -2%, Abeta rescue 4%, WRN inhibitor -11%, IL2 activator 1.2 and EPAC1 agonist -6%.
For CC1Cc2[nH]c(=S)[nH]c(=O)c2C(C)O1 (configuration not stated) the results were PI5P4Ka inh 2, PLK1 PBD inh 3%, aSyn rescue -11%, FUS suppressor -30%, EPAC1 antag 28%, Abeta rescue -5%, WRN inhibitor 8%, IL2 activator -0.2 and EPAC1 agonist -15%.
`O=C(NC1CCCCC1)c1cc(Cl)ccc1[N+](=O)[O-]` gave PI5P4Ka inh -5, PLK1 PBD inh -5%, aSyn rescue -2%, FUS suppressor 2%, EPAC1 antag 9%, Abeta rescue -6%, WRN inhibitor 18%, IL2 activator 2.5 and EPAC1 agonist -1%.
Screening CC(=O)c1cccc(N2Cc3ccccc3C2=NC(=O)CCl)c1 returned PI5P4Ka inh -70*, PLK1 PBD inh 13µM*, aSyn rescue -4%, FUS suppressor inconclusive, EPAC1 antag -28%, Abeta rescue -32%, WRN inhibitor -19%, IL2 activator -4.0 and EPAC1 agonist 2%.
For CCc1nnc(NC(=S)Nc2ccccc2)s1 the results were PI5P4Ka inh 5, PLK1 PBD inh -30%, aSyn rescue -9%, FUS suppressor 17%, EPAC1 antag -5%, Abeta rescue inconclusive, WRN inhibitor 0%, IL2 activator -2.1 and EPAC1 agonist -16%.
Screening CC(=O)Nc1ccc(Cc2nc3ccccc3[nH]2)cc1 returned PI5P4Ka inh 1, PLK1 PBD inh -5%, aSyn rescue -6%, FUS suppressor 1%, EPAC1 antag 0%, Abeta rescue -9%, WRN inhibitor 0%, IL2 activator 3.2 and EPAC1 agonist 7%.
COc1ccc(NC(=O)CSc2nc3c(c(=O)n2-c2ccccc2OC)SCC3)cc1 was read as PI5P4Ka inh 12, PLK1 PBD inh -3%, aSyn rescue 2%, FUS suppressor inconclusive, EPAC1 antag 5%, Abeta rescue 8%, WRN inhibitor -8%, IL2 activator -0.6 and EPAC1 agonist -1%.
Screening COC(=O)C(CC(=O)c1ccc(C)cc1)n1nc(C)cc1C (configuration not stated) returned PI5P4Ka inh 6, PLK1 PBD inh -5%, aSyn rescue 4%, FUS suppressor -12%, EPAC1 antag -3%, Abeta rescue 0%, WRN inhibitor 1%, IL2 activator 0.5 and EPAC1 agonist -2%.
`CC(=O)Nc1ccc(NC(=O)CSc2ccc(-c3ccc4c(c3)OCO4)nn2)cc1` gave PI5P4Ka inh -17, PLK1 PBD inh -20%, aSyn rescue 0%, EPAC1 antag 6%, Abeta rescue -4%, WRN inhibitor -4%, IL2 activator -0.3 and EPAC1 agonist 4%.
For Cc1ccc(C(=O)NCC(=O)NCC(=O)OCC(=O)c2ccc(F)cc2)cc1 the results were PI5P4Ka inh -6, PLK1 PBD inh -5%, aSyn rescue -3%, FUS suppressor 15%, EPAC1 antag 5%, Abeta rescue 1%, WRN inhibitor 2%, IL2 activator 7.5 and EPAC1 agonist -10%.
For O=S(N1CCc2ccccc21)C12CC3CC(CC(C3)C1)C2 (configuration not stated) the results were PI5P4Ka inh -3, PLK1 PBD inh -20%, aSyn rescue 18%, FUS suppressor 21%, EPAC1 antag inconclusive, Abeta rescue -8%, WRN inhibitor inconclusive, IL2 activator -4.8 and EPAC1 agonist 3%.
CSc1ccccc1OCc1cc(C(=O)N2CCN(c3ccccc3)CC2C)no1 (configuration not stated) was read as PI5P4Ka inh 13, PLK1 PBD inh 0%, aSyn rescue 0%, FUS suppressor 20%, EPAC1 antag 9%, Abeta rescue 1%, WRN inhibitor -16%, IL2 activator -3.9 and EPAC1 agonist 2%.

3 compounds already listed, ordered by count of non-hydrogen atoms, high to low.
COc1ccc(NC(=O)CSc2nc3c(c(=O)n2-c2ccccc2OC)SCC3)cc1 was read as PI5P4Ka inh 12, PLK1 PBD inh -3%, aSyn rescue 2%, FUS suppressor inconclusive, EPAC1 antag 5%, Abeta rescue 8%, WRN inhibitor -8%, IL2 activator -0.6 and EPAC1 agonist -1%.
For Cc1ccc(C(=O)NCC(=O)NCC(=O)OCC(=O)c2ccc(F)cc2)cc1 the results were PI5P4Ka inh -6, PLK1 PBD inh -5%, aSyn rescue -3%, FUS suppressor 15%, EPAC1 antag 5%, Abeta rescue 1%, WRN inhibitor 2%, IL2 activator 7.5 and EPAC1 agonist -10%.
Screening CC(=O)c1cccc(N2Cc3ccccc3C2=NC(=O)CCl)c1 returned PI5P4Ka inh -70*, PLK1 PBD inh 13µM*, aSyn rescue -4%, FUS suppressor inconclusive, EPAC1 antag -28%, Abeta rescue -32%, WRN inhibitor -19%, IL2 activator -4.0 and EPAC1 agonist 2%.

Back to the main list, repeating the two entries before the break.
For O=S(N1CCc2ccccc21)C12CC3CC(CC(C3)C1)C2 (configuration not stated) the results were PI5P4Ka inh -3, PLK1 PBD inh -20%, aSyn rescue 18%, FUS suppressor 21%, EPAC1 antag inconclusive, Abeta rescue -8%, WRN inhibitor inconclusive, IL2 activator -4.8 and EPAC1 agonist 3%.
CSc1ccccc1OCc1cc(C(=O)N2CCN(c3ccccc3)CC2C)no1 (configuration not stated) was read as PI5P4Ka inh 13, PLK1 PBD inh 0%, aSyn rescue 0%, FUS suppressor 20%, EPAC1 antag 9%, Abeta rescue 1%, WRN inhibitor -16%, IL2 activator -3.9 and EPAC1 agonist 2%.
O=C(Nc1ccccc1)c1cn2ccccc2n1 was read as PI5P4Ka inh -4, PLK1 PBD inh -3%, aSyn rescue -12%, FUS suppressor -12%, EPAC1 antag 2%, Abeta rescue -5%, WRN inhibitor -5%, IL2 activator -0.3 and EPAC1 agonist 9%.
For CCc1cccc(NC(=O)CCCSc2nc3ccccc3[nH]2)c1 the results were PI5P4Ka inh 7, PLK1 PBD inh 7%, aSyn rescue 8%, EPAC1 antag 5%, Abeta rescue 5%, WRN inhibitor -2%, IL2 activator -0.1 and EPAC1 agonist 5%.
Cc1nc2c(C)cccn2c(=O)c1NC(=O)c1ccco1 was read as PI5P4Ka inh 0, PLK1 PBD inh -6%, aSyn rescue 0%, FUS suppressor -4%, EPAC1 antag 2%, Abeta rescue 6%, WRN inhibitor 14%, IL2 activator 1.0 and EPAC1 agonist -9%.
COc1ccc(NC(=O)c2cccs2)cc1O was read as PI5P4Ka inh 2, PLK1 PBD inh -11%, aSyn rescue -1%, FUS suppressor -19%, EPAC1 antag -10%, Abeta rescue 4%, WRN inhibitor 11%, IL2 activator 2.9 and EPAC1 agonist 13%.
For Cc1cc(C)cc(OCC(=O)O/N=C(\N)c2ccccn2)c1 the results were PI5P4Ka inh 16, PLK1 PBD inh 2%, aSyn rescue 11%, FUS suppressor 5%, EPAC1 antag 4%, Abeta rescue inconclusive, WRN inhibitor 0%, IL2 activator 1.1 and EPAC1 agonist 0%.
For Nc1c(-c2ccc(F)cc2)nc2ncccn12 the results were PI5P4Ka inh -3, PLK1 PBD inh -8%, aSyn rescue -7%, FUS suppressor -4%, EPAC1 antag 6%, Abeta rescue -8%, WRN inhibitor 1%, IL2 activator 1.7 and EPAC1 agonist 7%.
For O=C(NCCCO)c1c(O)c2cccc3c2n(c1=O)CCC3 the results were PI5P4Ka inh -1, PLK1 PBD inh -8%, aSyn rescue 4%, FUS suppressor 11%, EPAC1 antag 4%, Abeta rescue -11%, WRN inhibitor 1%[57.1 µM], IL2 activator -4.2 and EPAC1 agonist 1%.
For CS(=O)(=O)N1c2ccccc2[C@@]2(Br)C[C@H]3C(=O)N[C@@H](Cc4ccccc4)C(=O)N3[C@@H]12 the results were PI5P4Ka inh -3, PLK1 PBD inh -7%, aSyn rescue 25%, FUS suppressor 11%, EPAC1 antag 8%, Abeta rescue 20%, WRN inhibitor -7%, IL2 activator 0.3 and EPAC1 agonist 0%.
`Cc1ccc(C(=O)CC2(O)C(=O)N(Cc3ccccc3Cl)c3ccccc32)o1` (configuration not stated) gave PI5P4Ka inh -4, PLK1 PBD inh 1%, aSyn rescue 6%, FUS suppressor 37%, EPAC1 antag -14%, Abeta rescue 0%, WRN inhibitor -3%, IL2 activator 0.2 and EPAC1 agonist 2%.
Screening O=C(NCCCc1ccccc1)c1cc(COc2c(F)cccc2F)on1 returned PI5P4Ka inh 12, PLK1 PBD inh -17%, aSyn rescue -19%, FUS suppressor 27%, EPAC1 antag -29%, Abeta rescue -4%, WRN inhibitor -8%[57.1 µM], IL2 activator 4.2 and EPAC1 agonist 5%.
For Cc1cc(S(=O)(=O)Nc2ccc(F)cc2)c(C)s1 the results were PLK1 PBD inh -7%, aSyn rescue 18%, FUS suppressor 4%, EPAC1 antag -5%, Abeta rescue -20%, WRN inhibitor -9%, IL2 activator -1.1 and EPAC1 agonist 5%.
For COc1cc(-c2cc(O)c(-c3ccc4ccccc4n3)c(=O)[nH]2)cc(OC)c1OC the results were PI5P4Ka inh 14, PLK1 PBD inh 29%, aSyn rescue 23%, EPAC1 antag 15%, Abeta rescue 0%, WRN inhibitor -1%, IL2 activator 8.5 and EPAC1 agonist 21%.
`C/C(=N/N=C(/C)c1cccs1)c1cccs1` gave PI5P4Ka inh 9, PLK1 PBD inh -8%, aSyn rescue -14%, FUS suppressor -8%, EPAC1 antag -16%, Abeta rescue -18%, WRN inhibitor 2%, IL2 activator -1.9 and EPAC1 agonist 12%.
`O=[N+]([O-])c1cccc(CP(=O)(c2ccccc2)c2ccccc2)c1` gave PI5P4Ka inh 4, PLK1 PBD inh 36%[activator], aSyn rescue 0%, EPAC1 antag -4%, Abeta rescue 7%, WRN inhibitor -3%, IL2 activator 0.3 and EPAC1 agonist -8%.
Screening CCC(CO)Nc1ccn2nc(-c3cc(OC)c(OC)c(OC)c3)cc2n1 (configuration not stated) returned PI5P4Ka inh 0, PLK1 PBD inh -7%, aSyn rescue -7%, FUS suppressor 1%, EPAC1 antag 1%, Abeta rescue -14%, WRN inhibitor -11%, IL2 activator -0.3 and EPAC1 agonist -11%.
